Bioassay records deposited in PubChem by several laboratories.
RGS7-Gao reg: RGS7-Galphao binding modulators, primary screen, biochemical, multiplexed bead flow cytometry | actives lie on both sides | Guanine nucleotide-binding protein G(o) subunit alpha (Homo sapiens), P09471 | AID 1439, 2008 | binding response (% of control), % at 10 µM | 220,000 tested, 0.35% active; in the data active means binding response below about 49% or above about 150%; inconclusive means no clear call, values can overlap the other calls; inactive means in between;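 further: fluorescent Galphao held in activated GDP-AlF4 state binding bead-coupled RGS7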
Mcl-1 Bim block: inhibitors of Bim peptide binding to Mcl-1, primary screen, biochemical, bead-based flow cytometry, multiplex | inhibition, % at 10 µM | Bim peptide-Mcl-1 binding | Induced myeloid leukemia cell differentiation protein Mcl-1 (Homo sapiens), Q07820 | 190,000 tested, 0.1% active;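 further: 0% = no compound tracer wells and 100% = peptide blocker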
Target sequence (Q07820 whole entry, looked up): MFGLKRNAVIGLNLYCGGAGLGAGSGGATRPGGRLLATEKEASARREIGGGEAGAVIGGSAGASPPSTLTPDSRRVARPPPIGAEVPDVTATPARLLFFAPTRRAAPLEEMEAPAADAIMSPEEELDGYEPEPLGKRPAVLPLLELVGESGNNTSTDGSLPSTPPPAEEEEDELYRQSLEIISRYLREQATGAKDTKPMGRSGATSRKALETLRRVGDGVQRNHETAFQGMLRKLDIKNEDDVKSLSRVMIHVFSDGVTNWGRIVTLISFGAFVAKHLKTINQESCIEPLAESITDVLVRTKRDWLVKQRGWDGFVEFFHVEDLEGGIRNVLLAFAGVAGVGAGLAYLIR
RGS8-Gao: RGS8-Galphao binding modulators, primary screen, biochemical, multiplexed bead flow cytometry; Guanine nucleotide-binding protein G(o) subunit alpha (Homo sapiens), P09471; actives lie on both sides; response (percent of control binding), % at 10 µM; 220,000 tested, 0.34% active; AID 1423, 2008; in the data active means response below about 60% or above about 140%; inactive means in between;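 further: Galphao activated as the GDP aluminium fluoride complex binding bead-coupled RGS8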
Bim-Bcl-B: inhibitors of Bim-Bcl-B binding, primary screen, biochemical, multiplexed, human Bcl-2 family; bead-based flow cytometry, Bim peptide-Bcl-B binding; 190,000 tested, 0.073% active; AID 951, 2007; inhibition, % at 10 µM; Bcl-2-like protein 10 (Homo sapiens), Q9HD36;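 further: 0% = tracer peptide without compound and 100% = reference inhibitor peptide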
Bim-Bfl-1: inhibitors of Bim binding to Bfl-1, primary screen, biochemical, multiplexed, bead-based flow cytometry | 190,000 tested, 0.12% active | AID 1008, 2008 | Bcl-2-related protein A1 (Homo sapiens), Q16548 | inhibition, % at 10 µM | Bim-Bfl-1 binding inhibition;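 further: 0% = wells without compound plus tracer and 100% = blocker peptide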
Bcl-XL Bim block: inhibitors of Bim-Bcl-XL binding, primary screen, biochemical, multiplexed, bead flow cytometry, human Bcl-XL; Bim peptide-Bcl-XL binding, fluorescence; inhibition, % at 10 µM; AID 1007, 2008; 190,000 tested, 0.04% active
Target sequence (Q07817 whole entry, looked up): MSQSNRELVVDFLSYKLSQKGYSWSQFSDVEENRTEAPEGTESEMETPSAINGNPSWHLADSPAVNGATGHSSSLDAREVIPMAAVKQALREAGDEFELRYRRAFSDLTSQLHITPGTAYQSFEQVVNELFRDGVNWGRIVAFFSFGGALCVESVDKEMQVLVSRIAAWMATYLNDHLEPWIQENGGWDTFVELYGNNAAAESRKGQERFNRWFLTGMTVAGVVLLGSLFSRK
Mcl1-Noxa inh: Mcl-1/Noxa binding inhibitors, primary screen, biochemical, TR-FRET, 1536-well | TR-FRET Mcl-1/Noxa peptide binding, 2 h | inhibition, % at 21.7 µM | 220,000 tested, 1.5% active;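 active means compounds that cut the protein-peptide binding signal by more than 50% relative to plate controls in a single-dose test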;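 further: His-tagged Mcl-1 with rhodamine Noxa BH3 peptide and terbium anti-His antibody; 0% = Mcl-1 plus Noxa peptide wells and 100% = peptide-only wells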
Mcl1 Bid PPI: Mcl-1/Bid binding inhibitors, primary screen, biochemical, TR-FRET, 1536-well; Induced myeloid leukemia cell differentiation protein Mcl-1 (Homo sapiens), Q07820; TR-FRET Mcl-1/Bid-Dy647 peptide binding; inhibition, % at 21.7 µM; 220,000 tested, 0.97% active;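 active means compounds that cut the binding signal by more than half at the single screening dose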;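 further: His-tagged Mcl-1 with europium anti-His antibody binding Bid BH3 peptide; 0% = Mcl-1 plus peptide wells and 100% = peptide-only wells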
RGS4-Gao reg: modulators of RGS4 binding to Galphao, primary screen, biochemical, multiplexed bead flow cytometry. Guanine nucleotide-binding protein G(o) subunit alpha (Homo sapiens), P09471. actives lie on both sides. binding response (% of control), % at 10 µM. 220,000 tested, 0.33% active. AID 1415, 2008; in the data active means binding response below about 49% or above about 150%; inactive means in between;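 further: fluorescent Galphao activated with aluminum fluoride binding bead-coupled RGS4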
Bcl-2 Bim block: inhibitors of Bim-Bcl-2 binding, primary screen, biochemical, multiplexed, human Bcl-2 family; Apoptosis regulator Bcl-2 (Homo sapiens), P10415; inhibition, % at 10 µM; 190,000 tested, 0.06% active; Bead-based flow cytometry, Bim peptide-Bcl-2 binding; in the data active means inhibition above about 40%; inconclusive means no clear call, values can overlap the other calls;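 further: 0% = no compound wells with probe peptide and 100% = reference peptide inhibitor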
Target sequence (P10415 whole entry, looked up): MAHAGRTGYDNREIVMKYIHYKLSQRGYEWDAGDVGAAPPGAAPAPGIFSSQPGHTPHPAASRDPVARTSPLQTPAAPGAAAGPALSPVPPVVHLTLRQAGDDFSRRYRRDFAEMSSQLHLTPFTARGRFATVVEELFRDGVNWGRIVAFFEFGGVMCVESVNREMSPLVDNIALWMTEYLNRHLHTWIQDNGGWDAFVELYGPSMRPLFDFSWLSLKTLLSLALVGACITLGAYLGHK
Bcl-W Bim block: inhibitors of Bim binding to Bcl-W, primary screen, biochemical, multiplexed, bead-based flow cytometry | Bcl-2-like protein 2 (Homo sapiens), Q92843 | Bim peptide-Bcl-W binding | inhibition, % at 10 µM | 190,000 tested, 0.02% active | AID 952, 2007;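 further: 0% = bound tracer without compound and 100% = peptide blocker; higher means less fluorescent Bim peptide bound to Bcl-W beads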
Target sequence (Q92843 whole entry, looked up): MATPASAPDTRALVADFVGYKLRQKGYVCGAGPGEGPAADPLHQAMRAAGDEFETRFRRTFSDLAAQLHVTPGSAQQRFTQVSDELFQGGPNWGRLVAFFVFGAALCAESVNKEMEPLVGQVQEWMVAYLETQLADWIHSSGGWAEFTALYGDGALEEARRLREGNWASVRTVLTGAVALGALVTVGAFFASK
Numbers without * were called inactive; ? = inconclusive; . = not tested or not shown. Unless noted, no stated cut-off is given here; in the data, active means inhibition above about 40%. Outcome played no part in choosing rows. Share with any hit: about 2.7%.

SMILES	RGS7-Gao reg	Mcl-1 Bim block	RGS8-Gao	Bim-Bcl-B	Bim-Bfl-1	Bcl-XL Bim block	Mcl1-Noxa inh	Mcl1 Bid PPI	RGS4-Gao reg	Bcl-2 Bim block	Bcl-W Bim block
COCCN(C(=S)Nc1cc(C)ccc1C)C(C)c1cccnc1 (configuration not stated)	94.8	-3.0	100.1	4.0	9.0	-1.0	8.4	-61.1	94.0	7.0	0.0
COc1ccc(C2Nc3ccccc3C(=O)N2c2ccccc2)cc1COc1ccccn1 (configuration not stated)	97.6	-1.0	95.9	-1.0	-2.0	-3.0	-2.8	-2.8	95.9	0.0	-1.0
CCOC(=O)n1c(=O)n(Cc2ccc(Cl)cc2Cl)c2ccccc21	98.5	-2.0	101.5	-1.0	-2.0	0.0	-0.2	4.9	100.7	-2.0	-5.0
COc1ccccc1CCNC(=O)CSc1nnc2ccc(-c3ccncc3)nn12	?	-1.0	102.3	-3.0	0.0	-3.0	10.9	-13.3	104.2	-1.0	0.0
COc1ccc(CN=CC2=C(O)CNC2=O)cc1OC	102.4	-1.0	101.4	-4.0	-6.0	-4.0	-5.5	2.1	101.2	-3.0	-4.0
CCN(CC)S(=O)(=O)c1ccc(NC2CCCc3ccccc32)nc1 (configuration not stated)	99.7	-1.0	101.8	-5.0	0.0	-2.0	-16.1	7.2	100.6	-3.0	0.0
O=C(CSc1nnc(-c2ccc3c(c2)OCO3)o1)Nc1ncc(C(F)(F)F)cc1Cl	?	0.0	96.1	-8.0	-7.0	-3.0	-33.8	-61.0	95.0	-3.0	-4.0
O=C(CSc1nnc(-c2cccc(S(=O)(=O)N3CCCCC3)c2)o1)NCCC1=CCCCC1	103.2	2.0	98.1	1.0	-2.0	2.0	14.2	-37.2	98.5	-1.0	5.0
Cc1csc(NC(=O)c2ccc(S(C)(=O)=O)cc2)n1	94.0	1.0	99.5	-2.0	-3.0	-1.0	11.8	-1.5	92.6	-1.0	2.0
Cc1cc2nc3c(nc2cc1C)C1(C(=O)N(C)C)CCC3(C)C1(C)C (configuration not stated)	98.6	0.0	102.8	-3.0	-5.0	0.0	7.4	3.3	96.0	-4.0	4.0
CCS(=O)(=O)c1ccc(O)c(NC(=O)Nc2ccccc2)c1	98.4	1.0	99.4	-2.0	1.0	-13.0	22.1	-9.6	98.6	2.0	-6.0
C/C(=N/NC(=O)c1ccco1)c1ccc(NC(=O)c2ccc(F)cc2)cc1	89.6	-26.0	97.0	-11.0	-7.0	-16.0	12.3	-20.9	93.2	-6.0	-12.0
CCOC(=O)C(C)n1nc(C)c2sc3ccccc3c2c1=O (configuration not stated)	110.1	-2.0	104.9	-2.0	-3.0	-4.0	4.4	-18.5	105.5	-4.0	-3.0
Cc1cccc(OCC(=O)Nc2nnn(C)n2)c1C	99.5	0.0	103.8	-2.0	0.0	-3.0	2.4	-4.1	103.9	2.0	0.0
CCOC(=O)c1cn(Cc2cccc(C)c2)nn1	104.2	-3.0	99.0	-4.0	-1.0	-6.0	-1.9	-15.3	99.2	-2.0	-1.0
CCOc1ccc(Nc2n[nH]c(=S)s2)cc1	106.2	-9.0	98.3	-14.0	0.0	-10.0	18.0	-36.5	102.7	-6.0	-9.0
O=[N+]([O-])/C(C(Cl)=C(Cl)Cl)=C(/NC1CC1)Sc1ccccc1	100.6	-3.0	99.4	-8.0	-6.0	-5.0	39.6	41.4	104.6	-2.0	-3.0
NC(=O)c1cc2ccncc2c2ccccc12	?	.	105.0	.	.	.	-0.1	-22.9	107.3	.	.
COc1ccc(C(=O)N2CCN(c3cccc(Cl)c3)CC2)c(OC)c1	100.8	0.0	99.1	-3.0	-8.0	-4.0	-8.6	-8.4	98.5	-3.0	-4.0
NC(=S)N/N=C/c1cccc(/C=N/NC(N)=S)c1	?	.	102.7	.	.	.	3.4	-16.8	103.3	.	.
Cc1[nH]c2ccccc2c1C(=O)C(=O)N1CC=C(c2ccccc2)CC1	102.8	-8.0	101.8	-4.0	-1.0	-8.0	6.6	2.9	103.5	-1.0	-3.0
COC(=O)C(C)Oc1ccc2c3c(c(=O)oc2c1)CCCCC3 (configuration not stated)	96.3	-3.0	97.6	0.0	-1.0	-5.0	24.3	-8.6	98.0	-3.0	-3.0
CN(C)S(=O)(=O)c1cccc(-n2sc3ccccc3c2=O)c1	?	-3.0	55.3*	-17.0	11.0	-1.0	32.3	-43.8	93.4	5.0	0.0
Clc1ccc(OCCn2cnc3ccccc32)c(Cl)c1	103.8	2.0	105.7	2.0	3.0	0.0	7.0	8.0	104.3	4.0	1.0
COc1ccc(N(C(=O)C2CCCCC2)C2C=CS(=O)(=O)C2)c(OC)c1 (configuration not stated)	100.0	0.0	98.8	-7.0	-10.0	-14.0	5.6	3.5	99.0	-6.0	1.0
CCc1ccc(-c2nnn(CCC#N)n2)cc1	?	-1.0	102.3	-1.0	-6.0	-1.0	13.1	-18.2	103.3	-1.0	-2.0
COC(=O)C(Cc1cnc(Cl)s1)(C(=O)OC)c1ccc([N+](=O)[O-])cc1[N+](=O)[O-]	101.7	-2.0	104.0	-7.0	-9.0	-30.0	8.7	-17.8	99.2	-5.0	-4.0
COc1cc(C)nc(N2CCCC(C(=O)Nc3cc(Cl)ccc3OC)C2)n1 (configuration not stated)	103.7	0.0	101.5	1.0	1.0	0.0	-2.6	-3.0	102.6	1.0	1.0
CCOC(=O)CSc1nc2cc(C(=O)N3CCC(C(N)=O)CC3)ccc2c(=O)n1C1CCCCC1	96.3	-2.0	102.4	-5.0	-4.0	2.0	7.7	5.3	103.1	-3.0	-2.0
CCCOc1ccc(NC(=O)C2CCCNC2=O)cc1 (configuration not stated)	107.8	-7.0	119.0	-3.0	-6.0	-5.0	13.1	-22.5	108.2	-5.0	-5.0
COc1ccc(/C=C2/NC(=O)N(Cc3ccccc3F)C2=O)cc1OC	104.5	1.0	101.5	-1.0	0.0	-1.0	-0.8	-14.3	103.1	1.0	0.0
Cc1ccc(C(=O)OCCN2CCN(c3ncc(C(F)(F)F)cc3Cl)CC2)cc1	98.4	-4.0	101.3	-5.0	-2.0	-5.0	4.6	-3.7	103.0	0.0	-3.0
Cn1c(=O)c2c(ncn2CC(=O)Nc2ccccc2Sc2ccccc2)n(C)c1=O	101.8	2.0	101.4	-2.0	-4.0	-2.0	-0.6	-17.2	105.3	-5.0	3.0
COc1ccc(NC(=O)CC2CC3CCC2C3)cn1 (configuration not stated)	99.4	0.0	99.8	4.0	3.0	0.0	2.7	-1.7	103.1	7.0	-4.0
Cc1cccc(NC(=O)CSc2ccc(-c3ccco3)nn2)c1C	93.8	-5.0	98.6	-13.0	-10.0	-8.0	25.0	-4.6	99.3	-9.0	-4.0
O=C1c2ccc(-c3ccc4c(c3)C(=O)N(CCCO)C4=O)cc2C(=O)N1CCCO	?	.	100.1	.	.	.	-3.1	-21.6	93.9	.	.
CC(C)(C)NC(=S)Nc1ccc(Br)cc1	98.3	-1.0	99.1	-3.0	-4.0	-2.0	2.1	-55.2	98.2	-1.0	-3.0
CCc1cccc(CC)c1NC(=S)NCc1ccc2[nH]c(C)cc2c1	100.0	-4.0	98.9	-2.0	-2.0	-6.0	10.8	-28.6	104.2	1.0	-6.0
O=C(Cc1ccccc1)NNC(=O)Nc1ccc(Cl)c(Cl)c1	114.1	-9.0	104.9	-12.0	-3.0	-7.0	11.9	-5.7	110.6	-6.0	-3.0
O=C(NCC(c1cccnc1)N1CCN(c2ccccc2F)CC1)c1ccco1 (configuration not stated)	105.8	-1.0	104.5	-6.0	-10.0	-4.0	-9.8	-16.1	106.1	-6.0	0.0
Cc1cc(C)cc(NC(=O)NCc2c(-c3ccccc3)noc2C)c1	?	.	102.4	.	.	.	0.8	-16.0	112.0	.	.
Cc1ccc(NC(=O)CSc2nc3c(cc2C#N)C(=O)CCC3)cc1S(=O)(=O)N(C)C	98.8	0.0	103.2	-1.0	3.0	-1.0	9.4	-11.9	105.8	4.0	0.0
O=S(=O)(Cc1ccccc1)N1CCN(Cc2ccccc2)CC1	107.3	-1.0	103.4	-7.0	-11.0	-5.0	-3.1	-25.2	106.2	-8.0	0.0
C/C(N)=C(/C#N)C(=O)CSc1nc2scc(-c3ccc(F)cc3)c2c(=O)n1C	100.2	0.0	97.2	-4.0	-1.0	-5.0	15.3	-8.1	99.2	0.0	0.0
CCCNc1nc2c(c(=O)n(C)c(=O)n2C)n1CCC(C)C	103.6	0.0	98.5	-8.0	-12.0	5.0	-9.3	-6.6	100.8	-6.0	3.0
O=C(CCc1n[nH]c(=O)[nH]c1=O)N1CCCCC1	95.0	3.0	91.9	2.0	1.0	5.0	1.6	-1.3	98.7	1.0	1.0
Cc1onc(-c2c(F)cccc2Cl)c1C(=O)Nc1ccccc1N1CCOCC1	?	.	99.6	.	.	.	-2.3	1.1	98.6	.	.
Cc1cc(C(=O)N/N=C/C=C/c2ccccc2[N+](=O)[O-])c(C)o1	102.0	0.0	100.5	0.0	-3.0	-3.0	6.4	-12.3	99.6	-2.0	-1.0

Already shown: an excerpt of the list.
SMILES	RGS7-Gao reg	Mcl-1 Bim block	RGS8-Gao	Bim-Bcl-B	Bim-Bfl-1	Bcl-XL Bim block	Mcl1-Noxa inh	Mcl1 Bid PPI	RGS4-Gao reg	Bcl-2 Bim block	Bcl-W Bim block
Cc1cc(C)cc(NC(=O)NCc2c(-c3ccccc3)noc2C)c1	?	.	102.4	.	.	.	0.8	-16.0	112.0	.	.
Cc1ccc(NC(=O)CSc2nc3c(cc2C#N)C(=O)CCC3)cc1S(=O)(=O)N(C)C	98.8	0.0	103.2	-1.0	3.0	-1.0	9.4	-11.9	105.8	4.0	0.0
O=S(=O)(Cc1ccccc1)N1CCN(Cc2ccccc2)CC1	107.3	-1.0	103.4	-7.0	-11.0	-5.0	-3.1	-25.2	106.2	-8.0	0.0
C/C(N)=C(/C#N)C(=O)CSc1nc2scc(-c3ccc(F)cc3)c2c(=O)n1C	100.2	0.0	97.2	-4.0	-1.0	-5.0	15.3	-8.1	99.2	0.0	0.0
CCCNc1nc2c(c(=O)n(C)c(=O)n2C)n1CCC(C)C	103.6	0.0	98.5	-8.0	-12.0	5.0	-9.3	-6.6	100.8	-6.0	3.0
